# Bioassay records (PubChem BioAssay)
# Apaf1 inhib: blocks human Apaf-1 apoptosome activity; reconstituted apoptosome caspase-3 activity, DEVD-Rh110 fluorescence; 330,000 tested, 0.71% active; inhibition, % at 20 µM; active means inhibition of at least 40% at 20 µM;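 further: plate controls were DMSO wells for no effect and DEVD-CHO caspase inhibitor wells for full effect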
#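 System: Apoptosome proteins | Medium: Hepes pH 7.5 with detergent and BSA | Also added: Cytochrome c trigger plus (Z-DEVD)2-Rh110 caspase-3 substrate | Incubation: 30 min compound preincubation, 50 min activation, room temperature | Detection: Rhodamine 110 fluorescence at Ex 480/Em 540 nm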
# hIAP act: increases human intestinal alkaline phosphatase activity | P09923 | purified human IAP, CDP-Star luminescence, 30 min; hits give high values; 1 = vehicle-only enzyme, 0 = enzyme-free background | activation factor at 10 µM | 330,000 tested, 0.16% active;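 active means activation factor of the enzyme at least 2-fold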; further: the source names both 10 and 20 µM as test concentration; values of inactives mirror those of a sister screen read the other way
# Target sequence (P09923 whole entry, looked up): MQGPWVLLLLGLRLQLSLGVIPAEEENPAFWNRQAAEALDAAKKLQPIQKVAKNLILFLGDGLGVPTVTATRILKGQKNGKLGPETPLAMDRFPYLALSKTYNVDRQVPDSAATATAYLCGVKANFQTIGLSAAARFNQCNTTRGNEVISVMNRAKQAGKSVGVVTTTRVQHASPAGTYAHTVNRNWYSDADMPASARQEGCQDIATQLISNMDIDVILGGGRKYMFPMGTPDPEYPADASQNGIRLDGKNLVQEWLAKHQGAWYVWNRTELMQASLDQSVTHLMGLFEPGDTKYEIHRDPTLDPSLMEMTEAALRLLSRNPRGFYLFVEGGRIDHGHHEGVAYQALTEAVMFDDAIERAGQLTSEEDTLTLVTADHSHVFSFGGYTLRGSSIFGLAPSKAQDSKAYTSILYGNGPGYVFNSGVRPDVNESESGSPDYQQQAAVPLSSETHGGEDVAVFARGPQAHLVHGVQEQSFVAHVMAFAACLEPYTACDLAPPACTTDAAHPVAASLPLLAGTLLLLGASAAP
# hIAP inh: human IAP inhibition; AID 2544; 330,000 tested, 0.12% active; purified IAP, CDP-Star luminescence, 30 min; inhibition, % at 10 µM; P09923;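 active means inhibition reaching a set limit with compound at 10 µM in the primary screen, cut at about 35% in these data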;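 further: plate controls were DMSO wells with enzyme for no effect and no-enzyme buffer wells for full effect; values of inactives mirror those of a sister screen read the other way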
# NALP3 yeast inh: blocks the NALP3 inflammasome reconstituted in yeast. 330,000 tested, 0.39% active. inhibition, % at 10 µM. Yeast reconstituted NLRP3/ASC/caspase-1, beta-gal luminescence, 24 h;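 active means inhibition of 50% or more; inactive means inhibition below 50%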;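 further: plate controls were induced DMSO wells for no effect and uninduced yeast grown without galactose for full effect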
# mIAP inh: mouse IAP inhibition. purified mouse IAP, CDP-Star luminescence, 30 min. inhibition, % at 10 µM. 330,000 tested, 0.2% active. AID 2806;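 active means inhibition of at least 40% at 10 µM in the primary screen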;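 further: plate controls were DMSO with enzyme for no effect and no enzyme wells for full effect; values of inactives mirror those of a sister screen read the other way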
# tim10-1 inh: inhibits growth of tim10-1 mutant yeast; S. cerevisiae tim10-1 ts strain growth, BacTiter-Glo, 24 h; inhibition, % at 20 µM; 330,000 tested, 2.2% active; AID 463190;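 active means inhibition of at least 40%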;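 further: mutant grown at 25 °C; 0% = DMSO wells with yeast and 100% = wells holding no yeast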
# ATG4B inh: blocks human ATG4B protease cleavage of LC3 substrate. Q9Y4P1. ATG4B cleavage of LC3-PLA2, NBD-HPC fluorescence, 1 h. inhibition, % at 8.33 µM. 340,000 tested, 0.51% active. AID 504462; in the data active means inhibition above about 40%
# Target sequence (Q9Y4P1 whole entry, looked up): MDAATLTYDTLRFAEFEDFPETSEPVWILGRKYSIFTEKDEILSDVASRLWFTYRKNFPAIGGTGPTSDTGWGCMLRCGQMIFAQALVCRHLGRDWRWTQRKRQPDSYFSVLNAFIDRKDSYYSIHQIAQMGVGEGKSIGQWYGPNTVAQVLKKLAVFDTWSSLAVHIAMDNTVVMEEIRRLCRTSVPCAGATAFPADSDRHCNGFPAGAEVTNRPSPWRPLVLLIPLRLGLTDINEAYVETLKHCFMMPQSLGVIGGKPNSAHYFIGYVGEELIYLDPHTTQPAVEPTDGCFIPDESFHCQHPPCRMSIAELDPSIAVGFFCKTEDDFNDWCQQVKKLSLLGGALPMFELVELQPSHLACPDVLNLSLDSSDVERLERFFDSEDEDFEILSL
# mIAP act: increases mouse intestinal alkaline phosphatase activity. muIAP, CDP-Star luminescence, 30 min; hits give high values; 1 = vehicle-only enzyme signal, 0 = enzyme-free wells. 330,000 tested, 0.24% active. activation factor at 10 µM. AID 2805;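 active means activation factor of at least 2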; further: the source names both 10 and 20 µM as test concentration; values of inactives mirror those of a sister screen read the other way
#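 System: Mouse IAP enzyme | Also added: CDP-Star substrate | Dosing: Compounds dispensed in DMSO | Schedule: 30 min enzyme-substrate-compound incubation at room temperature | Technique: Chemiluminescence readout | Control set: DMSO-only wells and no-enzyme negative control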
# TIM10 inh: inhibits growth of TIM10 yeast strain | 330,000 tested, 1.4% active | inhibition, % at 10 µM | S. cerevisiae TIM10 strain growth, BacTiter-Glo luminescence, 24 h;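 active means inhibition of 40% or more at the single tested concentration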;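 further: wild-type TIM10 isogenic control strain grown at permissive 25 °C; 0% = DMSO yeast wells and 100% = minimal medium wells without yeast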
# The depositor's hits bear a star; nt = not tested or not shown.
No.	SMILES	Apaf1 inhib	hIAP act	hIAP inh	NALP3 yeast inh	mIAP inh	tim10-1 inh	ATG4B inh	mIAP act	TIM10 inh
1	COc1cc(Cl)ccc1OCc1cc(C(=O)N2C[C@@H]3CCC[C@H]2C3)no1	12	1.1	-13	28	4	11	-6	0.96	6
2	COc1ccc(C(=O)CNc2ccccc2C#N)cc1	-5	1.1	-10	17	7	16	-13	0.93	1
3	COc1cccc(C(=O)C2CCCN(Cc3c(C)n(C)n(-c4ccccc4)c3=O)C2)c1 (centres undefined)	-17	1.1	-8	3	-4	-7	-2	1	-8
4	COc1cccc(NC(=O)Nc2ccc(C)c(Cl)c2)c1	9	1.3	-27	16	-309	-9	-4	4.1*	-2
5	Cc1ccc(OCCCCNC(C)c2ccccc2)c(C)c1 (centres undefined)	9	0.89	11	25	8	19	2	0.92	7
6	COC(=O)c1cc(=O)n(-c2c(Cl)cc(C(F)(F)F)cc2Cl)[nH]1	-3	1.2	-18	6	-3	8	6	1	-5
7	Cc1cc(C)nc(SCC(=O)c2ccc(F)cc2F)n1	-2	0.93	7	17	0	23	-6	1	-2
8	Cc1nnc(SCc2cc(=O)[nH]c(N3CCN(Cc4ccccc4)CC3)n2)s1	3	0.94	6	11	6	-5	0	0.94	-1

# Full records from above:
# Shown for Cc1ccc(OCCCCNC(C)c2ccccc2)c(C)c1 (centres undefined) : Apaf1 inhib = 9; hIAP act = 0.89; hIAP inh = 11; NALP3 yeast inh = 25; mIAP inh = 8; tim10-1 inh = 19; ATG4B inh = 2; mIAP act = 0.92; TIM10 inh = 7
# Shown for COc1cccc(C(=O)C2CCCN(Cc3c(C)n(C)n(-c4ccccc4)c3=O)C2)c1 (centres undefined) : Apaf1 inhib = -17; hIAP act = 1.1; hIAP inh = -8; NALP3 yeast inh = 3; mIAP inh = -4; tim10-1 inh = -7; ATG4B inh = -2; mIAP act = 1; TIM10 inh = -8

# Continuation.
No.	SMILES	Apaf1 inhib	hIAP act	hIAP inh	NALP3 yeast inh	mIAP inh	tim10-1 inh	ATG4B inh	mIAP act	TIM10 inh
9	CC(C)(C)c1ccc(S(=O)(=O)N2CCC(NC(=O)c3ccco3)CC2)cc1	8	1.2	-15	1	-5	2	11	1.1	-6
10	COc1cccc(C(=O)NCc2nnc(SCC(=O)Nc3nccs3)n2-c2ccccc2)c1	-6	0.98	2	8	4	3	-9	0.96	-8
11	O=C(COc1cc2oc(=O)c3c(c2cc1Cl)CCC3)N1C[C@H]2C[C@@H](C1)c1cccc(=O)n1C2	0	1.1	-5	-5	-15	6	-14	1.1	2
12	CC(c1ccccc1)n1c(-c2ccc(Cl)cc2)n[nH]c1=S (centres undefined)	-2	1.5	-52	24	-4	2	-4	1	25
13	O=C(Cc1csc(-c2ccccc2)n1)NCc1cccs1	-8	0.94	6	21	-14	11	-7	1.1	-20
14	O=C(Nc1cc(Cl)ccc1Oc1ccccc1)C1=COCCO1	18	1.1	-6	11	-4	27	7	1	3
15	O=C(NCCN1CCNCC1)c1ccccc1O	-7	1.1	-8	11	0	0	2	1	6
16	COc1ccccc1N1CCN(CC(=O)Nc2ccc(Cl)c(C(F)(F)F)c2)CC1	19	0.92	8	5	-7	42*	-16	1.1	27
17	c1ccc(Nc2ccc3c4c(cccc24)CC3)cc1	16	0.94	6	19	2	39	9	0.98	-6
18	COc1ccc(NC(=O)c2ccccc2-c2ccccc2)c(C)c1	-1	0.98	2	30	-2	-5	-7	1	4
19	Cc1cc(N2CC(C(=O)Nc3nccs3)CC2=O)ccc1C(C)C (centres undefined)	13	1	-1	3	-5	24	-5	1	13
20	Cc1ccc(Sc2sc(=O)n(C)c2S(=O)(=O)c2ccc(C)cc2)cc1	13	0.93	7	25	6	8	9	0.94	9
21	Clc1cccc(-c2ccnc3nc(-n4cccc4)nn23)c1	13	1.1	-5	-12	3	40	12	0.97	5
22	CSCC[C@H](NC(=O)[C@@H]1Cc2ccccc2CN1)C(=O)NC1CCCCC1	7	1.2	-18	14	-5	-6	4	1.1	12
23	Cc1cccc(C(=O)NCC(=O)OCCOc2ccccc2Cl)c1	4	1.1	-5	25	5	-5	6	0.95	-9
24	COc1ccccc1-n1c(COc2ccccc2-c2ccccc2)nnc1SCC(=O)c1c(N)n(C)c(=O)n(C)c1=O	19	0.72	28	14	0	-7	10	1	-7
25	CCOC(=O)/C(=N\Nc1ccc(C(C)=O)cc1)c1csc(Nc2ccccc2)n1	-5	0.92	8	-16	-8	5	-16	1.1	6
26	NC(=O)c1ccccc1NC(=O)CN1CCCCCC1	2	0.94	6	18	-6	9	-11	1.1	7
27	COc1ccc(CCNc2nc(C)nc3c2nnn3Cc2ccccc2)cc1OC	-2	1.3	-31	30	0	-3	-3	1	-2
28	CCOC(=O)c1cc2sc(C)cc2n1CC(=O)Nc1ccc2c(c1)OCCO2	2	0.99	1	17	-29	-4	6	1.3	5
29	O=C(CCn1c2c(c3ccccc31)CCCC2)NNC(=O)c1ccccc1Cl	7	1.4	-36	6	-4	7	8	1	11
30	NS(=O)(=O)c1ccc(N/N=C/c2ccccc2Br)cc1	6	0.93	7	9	8	-48	-19	0.92	10
31	CN(C)C(=O)Nc1ccccc1CC[N+](=O)[O-]	1	0.95	5	5	-7	8	4	1.1	1
32	CCc1ccc(Oc2cc(Cl)nc(N)n2)cc1	6	1.1	-9	-20	0	13	-10	1	-10
33	Cc1ccc(C(O)c2ccc(-n3ccnc3)cc2)cc1 (centres undefined)	6	1.1	-6	8	2	3	2	0.98	11
34	N#Cc1ccccc1NC(=O)COC(=O)CCc1ccccc1	6	0.98	2	11	6	-3	-5	0.94	14
35	CCOC(=O)Nc1ccc(S(=O)(=O)Nc2nccc(C)n2)cc1	-6	0.92	8	-22	9	10	-6	0.91	6
36	CCn1c(SCC(=O)Nc2ccc(C(C)=O)cc2)nc2nc3c(cc2c1=O)CCCC3	-15	0.84	16	3	12	17	12	0.89	8
37	O=P(c1cccs1)(c1cccs1)c1cccs1	-7	0.94	6	-7	0	10	4	1	6
38	Cc1cccc(N(C(=O)Nc2ccc(Cl)cc2)C2=NCC(C)S2)n1 (centres undefined)	-19	1	0	1	-22	9	-10	1.2	11
39	Cc1cc(C)nc(SCC(=O)Nc2ncccn2)n1	4	1.1	-9	-9	-5	7	nt	1	-7
40	COc1ccc(CCNC(=O)COC(=O)Cc2c[nH]c3ccccc23)cc1OC	7	1	-2	15	-10	0	-19	1.1	-7
41	CC(SCC(=O)O)c1nc2ccccc2[nH]1 (centres undefined)	-10	1.2	-19	-4	-8	-2	7	1.1	-18
42	O=C(COC(=O)Cc1ccsc1)Nc1ccc(Br)cc1F	7	1.1	-10	15	2	5	-11	0.98	4
43	CCC(C)[C@H](NC(=O)OC(C)(C)C)c1nnc(SCc2c(C)[nH]c(=O)[nH]c2=O)o1 (some centres undefined)	3	1.1	-10	-5	-5	4	-1	1.1	9
44	COc1ccc(NC(=O)Cc2nnc(SCC(=O)Nc3cc(C)ccc3OC)n2C)cc1	-4	0.95	5	3	1	4	-8	0.99	-8
45	O=C(Nc1c(C(=O)Nc2cccc(F)c2)oc2ccccc12)c1ccc2c(c1)OCO2	-5	1.3	-28	10	1	12	-1	0.99	-32
46	O=C(CN1CCOc2ccccc21)N1CCN(c2cccc(Cl)c2)CC1	7	1	0	23	-12	14	-5	1.1	-1
47	OCCC1CN(Cc2cccs2)CCN1Cc1ccccc1 (centres undefined)	14	0.84	16	8	-9	2	-6	1.1	2
48	CN(C)c1oc(-c2ccccc2Cl)nc1S(=O)(=O)c1ccccc1	10	0.92	8	-21	8	39	11	0.92	13
49	CCOC(=O)C1CCN(C(=O)CCc2c(C)nc3cc(-c4ccc(OC)cc4OC)nn3c2C)CC1	-2	0.95	5	3	1	24	-20	0.99	15
50	NC(=O)CN1C(=O)C(=O)N(Cc2ccc(Cl)cc2)C1=O	3	0.89	11	0	3	8	-2	0.97	-2
51	Cc1ccc(S(=O)(=O)NCCC(=O)N2CCCCCC2)cc1	-3	0.97	3	-12	1	-3	1	0.99	-7
52	CCCCn1c(N)c(N(CC(C)C)C(=O)CSc2ccc3c(c2)OCCO3)c(=O)[nH]c1=O	0	1.1	-11	-10	-8	27	2	1.1	18
53	CCC(=O)c1ccc(OCC(=O)NCC2COc3ccccc3O2)cc1 (centres undefined)	-2	0.98	2	20	3	10	1	0.97	-1
54	CSc1ccccc1NC(=O)CN(C)CC(=O)NCC(=O)Nc1ccc(F)cc1	-5	1.3	-32	1	-11	-9	-1	1.1	-4
55	Cc1ccc(C)c(NC(=S)NC(C)C(c2cccs2)N2CCOCC2)c1 (centres undefined)	26	1.1	-10	18	1	3	-12	0.99	4
56	COc1ccc(OC(C)=O)c(C2c3cc(OC)c(OC)cc3CCN2C(C)=O)c1 (centres undefined)	-25	1.1	-9	3	10	-4	-1	0.91	2
57	CN(CC(=O)Nc1ccc(Cl)c(C(F)(F)F)c1)C(=O)c1cccc(N2C(=O)CCC2=O)c1	6	1	-4	3	-5	-2	-8	1.1	7
58	COC(=O)COc1cccc2c(=O)n(CC(=O)N3CCCc4ccccc43)ccc12	0	1	-2	20	-11	-1	-1	1.1	-12

# Grouped by structure: those above containing four or more nitrogen atoms (15)
No.	SMILES	Apaf1 inhib	hIAP act	hIAP inh	NALP3 yeast inh	mIAP inh	tim10-1 inh	ATG4B inh	mIAP act	TIM10 inh
8	Cc1nnc(SCc2cc(=O)[nH]c(N3CCN(Cc4ccccc4)CC3)n2)s1	3	0.94	6	11	6	-5	0	0.94	-1
10	COc1cccc(C(=O)NCc2nnc(SCC(=O)Nc3nccs3)n2-c2ccccc2)c1	-6	0.98	2	8	4	3	-9	0.96	-8
21	Clc1cccc(-c2ccnc3nc(-n4cccc4)nn23)c1	13	1.1	-5	-12	3	40	12	0.97	5
24	COc1ccccc1-n1c(COc2ccccc2-c2ccccc2)nnc1SCC(=O)c1c(N)n(C)c(=O)n(C)c1=O	19	0.72	28	14	0	-7	10	1	-7
25	CCOC(=O)/C(=N\Nc1ccc(C(C)=O)cc1)c1csc(Nc2ccccc2)n1	-5	0.92	8	-16	-8	5	-16	1.1	6
27	COc1ccc(CCNc2nc(C)nc3c2nnn3Cc2ccccc2)cc1OC	-2	1.3	-31	30	0	-3	-3	1	-2
35	CCOC(=O)Nc1ccc(S(=O)(=O)Nc2nccc(C)n2)cc1	-6	0.92	8	-22	9	10	-6	0.91	6
36	CCn1c(SCC(=O)Nc2ccc(C(C)=O)cc2)nc2nc3c(cc2c1=O)CCCC3	-15	0.84	16	3	12	17	12	0.89	8
38	Cc1cccc(N(C(=O)Nc2ccc(Cl)cc2)C2=NCC(C)S2)n1 (centres undefined)	-19	1	0	1	-22	9	-10	1.2	11
39	Cc1cc(C)nc(SCC(=O)Nc2ncccn2)n1	4	1.1	-9	-9	-5	7	nt	1	-7
43	CCC(C)[C@H](NC(=O)OC(C)(C)C)c1nnc(SCc2c(C)[nH]c(=O)[nH]c2=O)o1 (some centres undefined)	3	1.1	-10	-5	-5	4	-1	1.1	9
44	COc1ccc(NC(=O)Cc2nnc(SCC(=O)Nc3cc(C)ccc3OC)n2C)cc1	-4	0.95	5	3	1	4	-8	0.99	-8
49	CCOC(=O)C1CCN(C(=O)CCc2c(C)nc3cc(-c4ccc(OC)cc4OC)nn3c2C)CC1	-2	0.95	5	3	1	24	-20	0.99	15
52	CCCCn1c(N)c(N(CC(C)C)C(=O)CSc2ccc3c(c2)OCCO3)c(=O)[nH]c1=O	0	1.1	-11	-10	-8	27	2	1.1	18
54	CSc1ccccc1NC(=O)CN(C)CC(=O)NCC(=O)Nc1ccc(F)cc1	-5	1.3	-32	1	-11	-9	-1	1.1	-4
